PostGolgi yeast: growth inhibition of a yeast mutant, post-Golgi transport screen; AID 739; inhibition, % at 10 µM; 0.9% of 98,000 active; post-Golgi transport phenotypic cell assay;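 further: yeast cells grown in 1536-well plates; yeast grown about 18 h at 30C before absorbance read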
CD11b adhes inh: blocks human CD11b/CD18 adhesion to fibrinogen; 0.54% of 93,000 active; inhibition, % at 10 µM; P05107+P11215; K562 CD11b/CD18 adhesion to fibrinogen, ATPlite luminescence; Mn2+ added to activate the integrin;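 active means primary inhibition of 50% or more at 10 µM, then 40% or more on retest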; further: some results filed as inactive read as strong as hits
Target sequence (P05107 whole entry, looked up, other chains not shown): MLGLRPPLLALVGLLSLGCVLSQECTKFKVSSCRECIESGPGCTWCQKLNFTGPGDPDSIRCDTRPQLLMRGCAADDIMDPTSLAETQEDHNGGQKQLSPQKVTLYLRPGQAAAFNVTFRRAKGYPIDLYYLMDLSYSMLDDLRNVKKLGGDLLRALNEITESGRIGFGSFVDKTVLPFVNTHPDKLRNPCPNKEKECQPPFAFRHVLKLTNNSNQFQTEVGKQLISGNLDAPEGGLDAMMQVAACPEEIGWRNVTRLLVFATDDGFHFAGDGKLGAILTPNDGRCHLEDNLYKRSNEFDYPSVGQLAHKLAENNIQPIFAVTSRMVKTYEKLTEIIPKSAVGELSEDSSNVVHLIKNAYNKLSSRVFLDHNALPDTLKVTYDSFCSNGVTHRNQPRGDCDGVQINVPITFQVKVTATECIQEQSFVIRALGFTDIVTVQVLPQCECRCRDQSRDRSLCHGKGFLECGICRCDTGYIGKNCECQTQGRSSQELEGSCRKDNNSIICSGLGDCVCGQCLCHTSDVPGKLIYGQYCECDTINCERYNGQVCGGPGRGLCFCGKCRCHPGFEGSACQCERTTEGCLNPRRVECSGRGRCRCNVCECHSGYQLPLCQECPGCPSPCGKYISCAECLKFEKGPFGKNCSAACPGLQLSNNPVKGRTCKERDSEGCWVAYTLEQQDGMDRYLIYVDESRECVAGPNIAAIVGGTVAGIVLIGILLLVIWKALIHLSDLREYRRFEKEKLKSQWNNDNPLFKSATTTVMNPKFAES
PLAP activator: activates human placental alkaline phosphatase; P05187; purified PLAP enzyme, luminescent substrate read-out; hits give high values; activation fold at 20 µM; 1.2% of 96,000 active; AID 696; in the data active means activation fold above about 2
sEH inhibitor: soluble epoxide hydrolase (human) inhibition; AID 707; recombinant human sEH enzymatic activity assay; 0.34% of 91,000 active; P34913; inhibition, % at 2 µM; in the data active means inhibition above about 80%; further: values of inactives mirror those of a sister screen read the other way; many of its hits are not listed in these tables
sEH activator: soluble epoxide hydrolase (human) activation; activation, % at 2 µM; 0.04% of 91,000 active; AID 717; purified human sEH enzymatic activity, activator screen; in the data active means activation above about 37%; further: values of inactives mirror those of a sister screen read the other way
PostGolgi ctrl: growth of the yeast control strain, post-Golgi counter-screen; efflux-deficient yeast background strain, growth absorbance A615, 16 h; inhibition, % at 10 µM; 5% of 98,000 active
S1P2 antag: blocks the human S1P2 receptor; O95136; cell-based S1P2 antagonist assay, inhibition at 5 uM; inhibition, % at 5 µM; 0.21% of 97,000 active; in the data active means inhibition above about 45%;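 further: CRE beta-lactamase reporter cells expressing human S1P2 stimulated with S1P; 0% = agonist at EC80 alone and 100% = agonist plus reference antagonist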
S1P2 agonist: S1P2 (human) receptor agonism. 0.46% of 97,000 active. activation, % at 4.5 µM. AID 729. S1P2-expressing cell line, agonist reporter read-out; in the data active means activation above about 16%;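 further: 0% = vehicle low control and 100% = maximal reference agonist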
Ecoli WT expand: E. coli BW25113 growth inhibition, expanded screen; 0.15% of 98,000 active; OD600 absorbance; growth inhibition, % at 100 µM;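 active means growth inhibition above about 50% at one test dose, limit read from the data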;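 further: growth measured after 20 h incubation at 37 °C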
* = called active by the depositor; nt = no result given. Unless noted, no stated cut-off is given here; in the data, active means inhibition above about 30%; inactive means the rest. No enrichment for hits (roughly 7.1% active in at least one column).

SMILES	PostGolgi yeast	CD11b adhes inh	PLAP activator	sEH inhibitor	sEH activator	PostGolgi ctrl	S1P2 antag	S1P2 agonist	Ecoli WT expand
COc1cc(-c2nc(S(=O)(=O)c3ccc(C)cc3)c(N(C)C)o2)cc(OC)c1OC	18	nt	1	14	-15	10	-8	2	-6
O=C1Nc2ccc(Br)cc2C1(O)Cc1ccccn1 (stereo not drawn)	nt	nt	nt	8	-8	nt	13	-5	nt
CCCNC(=O)CN(C)S(=O)(=O)c1c(C)cc(C)cc1C	nt	nt	nt	6	-2	nt	-1	-7	nt
O=C(O)CCc1ccc(-c2ccc(F)cc2)n1NC(=O)c1ccco1	-5	41	1.2	-2	-1	3	21	-5	0
CCOc1ccc(-n2cc(C(=O)N3CCN(C)CC3)c3cc(OC)c(OC)cc3c2=O)cc1	-2	-10	1.5	-10	11	3	-16	-7	-1
COc1ccc2[nH]c(=O)c(CN(Cc3cccs3)S(=O)(=O)c3cccc4nsnc34)cc2c1	-2	-3	0.8	-9	12	12	13	-1	-6
COc1cc(C(=S)N2CCCCC2)ccc1OCC(=O)N1CCCC1	1	-26	0.9	0	3	9	0	-4	5
Cc1cc(C)c(S(=O)(=O)ON2C(=O)c3ccccc3C2=O)cc1C	3	nt	1	-3	4	-1	31	-3	-3
CCC(C)NCCOCCOc1ccc(F)cc1 (stereo not drawn)	9	-6	1	-15	15	-4	2	-5	2
O=C(NCCO)c1cccc(Nc2nc(-c3ccccc3)c3cc(Cl)ccc3n2)c1	5	nt	1.4	8	-4	49*	-18	0	3
COCCNC(=O)c1ccc(C(=O)NCCOC)s1	-11	-22	0.8	2	-2	-8	-11	-3	1
CC(=O)N1CCc2cc(S(=O)(=O)CCC(=O)N3CCN(c4ccccn4)CC3)ccc21	nt	nt	nt	-8	8	nt	-16	-6	nt
CN(Cc1ccccc1)Cc1c(F)cccc1F	3	-44	1.1	-3	7	6	-7	-4	1
Fc1ccc(-c2csc3ncnc(Nc4ccc(N5CCOCC5)cc4)c23)cc1	-1	nt	1.3	0	-2	3	-22	-2	-6
COc1ccc(-n2nc(C(=O)NCC(=O)N3CCN(C)CC3)c3ccccc3c2=O)cc1OC	4	6	1.5	-3	4	-10	17	-2	4
CCOC(=O)CCNC(C)C1COc2ccccc2O1 (stereo not drawn)	1	-4	0.9	-2	0	14	14	-6	-2
COc1ccc(/C=N/n2cnnc2SCc2ccccc2)cc1	1	-15	1.3	8	-7	23	3	-8	-6
Cc1ccc(S(=O)(=O)Nc2cccc(NC(=O)CN3CCCCC3)c2)cc1	-5	5	1.6	-5	6	23	-3	1	5
Cc1ccccc1NC(=O)C1C2CCC(O2)C1C(=O)O (stereo not drawn)	nt	nt	nt	-11	12	nt	-2	-1	nt
CN1CCN(C(=O)CSc2nc(-c3cccs3)ccc2C#N)CC1	8	-2	1.2	-11	12	3	-6	-13	6
Cc1ccc(N2CCN(CC(O)COC3CCCCC3)CC2)cc1 (stereo not drawn)	10	16	1.3	0	4	19	6	-4	3
O=C(O)c1cc(S(=O)(=O)N2CCCCCC2)ccc1Cl	16	13	0.9	13	-12	9	20	-9	-3
O=C(NCc1ccccc1)c1cc(S(=O)(=O)N2CCC3(CC2)OCCO3)ccc1F	3	19	1.1	nt	nt	1	-3	-6	-2
COc1cccc(C(=O)N/N=C/c2cn[nH]c2-c2ccc(OC)cc2OC)c1	-10	nt	2.2*	8	-9	0	11	-7	2
C/C(N)=C(/C#N)C(=O)COC(=O)CCSc1ccccc1Cl	4	-7	0.9	-6	7	4	-3	-6	-6
Going on with the list.
SMILES	PostGolgi yeast	CD11b adhes inh	PLAP activator	sEH inhibitor	sEH activator	PostGolgi ctrl	S1P2 antag	S1P2 agonist	Ecoli WT expand
CCCn1nc(NC(=O)c2cccs2)c2cc3ccccc3nc21	18	nt	1.1	-9	11	11	10	6	3
CN(/C=C/C(=O)C(F)(F)C(F)(F)F)Cc1ccccc1	3	-13	1	-6	8	24	20	-4	-2
O=C(Nc1nncs1)C1c2ccccc2Oc2ccccc21	5	-3	1.1	-11	13	0	-2	0	-9
O=C(Cn1c(=O)sc2ccccc21)Nc1ccc(S(=O)(=O)N2CCCCC2)cc1	nt	nt	nt	54	-53	nt	-17	-2	nt
Cc1cc2ccccc2c(=O)n1CC(=O)NCc1ccco1	2	-1	1.4	3	0	0	10	-1	4
O=C(Nc1nc(-c2ccccc2)cs1)c1cccnc1	19	2	0.7	4	-4	3	-12	-1	-1
Cc1ccc(-n2cc3c(-c4cccc(Br)c4)nnc(C)c3n2)cc1	99*	13	1.4	11	-9	41*	-18	-4	-10
Cc1ccc(-c2nc3ccsc3c(=O)o2)cc1	6	5	0.9	0	1	11	16	-10	-8
COc1cccc(C(=O)N=c2sc3c(C)ccc(OC)c3n2C)c1	5	0	1	nt	nt	-2	nt	nt	-4
COC(=O)Cn1ccc(N(C)C)c(C#N)c1=O	1	-8	0.8	10	-9	-1	-7	-9	2
CC(C)(C)N1C(=O)c2ccccc2NC(=O)N1Cc1ccc(Br)cc1	6	4	1	6	-9	21	-1	-3	1
Cc1ccc(NC(=S)NNc2ncc(C(F)(F)F)cc2Cl)c(C)c1	-4	17	1.5	13	-12	-10	1	-5	23
CC(C)c1nnc(NC(=O)CCC(=O)NCc2ccco2)s1	0	-1	1.3	19	-16	3	18	-8	1
CC12CCC(C(=O)N3CCCCCC3)(OC1=O)C2(C)C (stereo not drawn)	9	10	0.8	11	-12	-4	5	-3	0
CCCCNCC(=O)Nc1sc(C)c(C)c1C(=O)OCC	nt	nt	nt	3	-4	nt	14	-5	nt
COc1ccc(C(=O)NCC(C)(C)SCc2c(C)cc(C)cc2C)cc1	-6	14	1.1	-12	11	21	12	-5	-17
CN(C)S(=O)(=O)c1ccc(S(=O)(=O)NC2CCOC(C)(C)C2)cc1 (stereo not drawn)	nt	nt	nt	8	-5	nt	-9	-5	nt
Cc1[nH]c(=O)[nH]c(=O)c1NC(=O)c1cccs1	-12	3	1	2	0	0	9	2	1
N#CC1=C(N)C(C#N)(C#N)C(c2ccc[nH]2)C2CCCC=C12 (stereo not drawn)	-3	3	1.1	0	-2	7	13	-5	5
CC1CCCCN1C(=O)c1cc(-c2ccc(Cl)c(Cl)c2)on1 (stereo not drawn)	-4	-8	0.9	13	-11	18	-28	-2	-5
O=C(NCc1ccc2c(c1)OCO2)c1ccc(-n2cnnn2)cc1	41*	5	0.9	nt	nt	1	13	-1	9
O=C(Cc1coc2ccc3ccccc3c12)NCc1ccccc1	0	-21	0.8	1	2	26	-16	-5	-7
N/C(=N\OC(=O)C1CCCCC1)c1cccnc1	-2	31	1	-11	15	4	-4	-4	-5
COc1cc(CNc2cc(C)ccc2C)cc(OC)c1OC	10	1	1.7	8	-10	0	7	-16	5
O=C(Nc1ccc(CN2CCOCC2)cc1)c1ccc(-c2cc(Cl)ccc2Cl)o1	73*	39	1.7	42	-43	65*	-14	-4	-6

Three compounds from above, sorted by the number in PLAP activator, falling:
smiles	PLAP activator
O=C(Nc1nncs1)C1c2ccccc2Oc2ccccc21	1.1
CCC(C)NCCOCCOc1ccc(F)cc1 (stereo not drawn)	1
CCOC(=O)CCNC(C)C1COc2ccccc2O1 (stereo not drawn)	0.9

Next compounds follow:
SMILES	PostGolgi yeast	CD11b adhes inh	PLAP activator	sEH inhibitor	sEH activator	PostGolgi ctrl	S1P2 antag	S1P2 agonist	Ecoli WT expand
Cc1cccc(NC2(C(F)(F)F)N=C3SCCN3C2=O)n1 (stereo not drawn)	-5	-10	1.1	-9	9	9	-13	3	0
C=CCN1C(=O)CSc2ccc(C(=O)NCCC3=CCCCC3)cc21	2	-27	0.5	89*	-89	23	1	-2	-15
CCOC(=O)c1c(NC(=O)Nc2ccc(Cl)cc2)sc(C)c1C	-16	nt	0.8	12	-8	0	4	-6	-9
COc1cc2cc(C(c3nnnn3C(C)(C)C)N3CCc4ccccc4C3)c(=O)[nH]c2cc1OC (stereo not drawn)	-3	-4	1.6	8	-7	7	16	-11	5
CC(C)CSc1nnc(N)s1	-2	-3	1	-1	4	1	-14	-3	1
CC(C)C(C)(C#N)NC(=O)CSc1nc2scc(-c3ccco3)c2c(=O)n1-c1ccccc1 (stereo not drawn)	-8	13	1.6	-4	4	18	-19	-1	-10
CN(C)c1ccnc(Oc2ccc(C(C)(C)C)cc2)c1C#N	14	14	1.1	3	-2	9	0	-6	4
COc1cccc(CNC(=O)C2CCN(C(=O)N(C)C)CC2)c1	6	-21	1	4	-5	7	23	-5	-2
Cc1nnc(SCC(=O)Nc2ccc3c4c(cccc24)CC3)n1C	-6	nt	1.2	6	-4	-2	-16	-5	-2
Cc1nc(N)sc1-c1nnc(SCC(=O)Nc2ccccc2C(F)(F)F)n1C	6	-3	0.9	5	-6	-6	14	-1	8
Cc1ccc(NCc2nnc(SCCN3CCCCC3)n2CC2CCCO2)c(C)c1 (stereo not drawn)	4	10	1.8	16	-15	6	29	-13	-2
COc1ccc(NC(=O)NC(C)c2ccncc2)cc1OC (stereo not drawn)	7	-12	1	-5	3	6	-2	-4	1
COc1cccc(CN2CCN(C(=O)CC(C)C)CC2)c1	3	-3	1.5	nt	nt	-2	nt	nt	2
COC(=O)c1cc(Cl)c(NC(=O)c2cc3ccccc3o2)cc1OC	-4	nt	1.5	-1	4	4	13	-5	-1
Cc1ccc(C)c(C2=CSC3=NS(=O)(=O)CCN23)c1	1	6	1	-16	16	3	2	-3	9
Cc1ccccc1NC(=O)Nc1ccccc1C(=O)NCc1ccccc1	15	-10	1	-4	2	20	18	-6	1
CCOc1ccc(C2CC(c3ccccc3)Nc3nc(N)nn32)cc1 (stereo not drawn)	-4	-1	1	nt	nt	0	nt	nt	-5
CCOc1ccc(-c2nc(-c3ccc(OC)cc3)no2)cc1OCC	-5	-6	0.8	9	-7	-3	-5	-5	0
CC(C)Cn1c(SCC#N)nc2ccccc2c1=O	-2	-6	0.9	nt	nt	11	nt	nt	-8
COC(=O)C1=C(C)NC(C)=C(C(=O)OC)C1c1ccc(NC(C)=O)cc1	-7	-4	1.1	-10	10	11	12	-3	5
C=CCn1c(Cc2cccs2)nnc1SCC(=O)Nc1cc(OC)cc(OC)c1	-2	10	1.5	-7	7	11	0	-7	-1
CC(C)C(=O)NC(Nc1cccc2cccnc12)C(Cl)(Cl)Cl (stereo not drawn)	15	9	1	5	-4	7	-6	-7	6
COc1cc(Cl)c(S(=O)(=O)NCCN2CCOCC2)cc1Cl	-12	-4	1.4	-3	4	24	9	-4	1
CCOc1cccc(N2C(=O)CC(NCc3ccc(S(N)(=O)=O)cc3)C2=O)c1 (stereo not drawn)	-7	12	1.2	-13	13	-2	1	-5	4
CSc1ccc(-c2nnn(CC(=O)NCc3ccccc3)n2)cc1	16	14	1.2	3	2	9	3	-4	-4

The final four entries of the part above come first, to join the parts.
SMILES	PostGolgi yeast	CD11b adhes inh	PLAP activator	sEH inhibitor	sEH activator	PostGolgi ctrl	S1P2 antag	S1P2 agonist	Ecoli WT expand
CC(C)C(=O)NC(Nc1cccc2cccnc12)C(Cl)(Cl)Cl (stereo not drawn)	15	9	1	5	-4	7	-6	-7	6
COc1cc(Cl)c(S(=O)(=O)NCCN2CCOCC2)cc1Cl	-12	-4	1.4	-3	4	24	9	-4	1
CCOc1cccc(N2C(=O)CC(NCc3ccc(S(N)(=O)=O)cc3)C2=O)c1 (stereo not drawn)	-7	12	1.2	-13	13	-2	1	-5	4
CSc1ccc(-c2nnn(CC(=O)NCc3ccccc3)n2)cc1	16	14	1.2	3	2	9	3	-4	-4
CCOC(=O)c1[nH]c2ccc(OC)cc2c1NC(=O)c1ccc2c(c1)OCO2	9	-6	1	3	-3	8	-6	7	-3
CC(C)OC(=O)c1sc2nc(-c3ccccc3)ccc2c1N	3	nt	0.9	-13	15	1	35	-4	-14
COC(=O)c1ccc(-n2c(C)ccc2-c2ccccc2)cc1	15	-46	1.3	-2	2	10	-29	-4	4
CC(C)(Oc1ccc(Cl)cc1)C(=O)NC1CCSC1=O (stereo not drawn)	nt	nt	nt	5	-6	nt	7	-1	nt
CC1=C(C)CS(=O)N(S(=O)(=O)c2ccc(Cl)cc2)C1 (stereo not drawn)	-2	nt	1.1	12	-13	10	13	-5	5
CCN(CC)S(=O)(=O)c1ccc2c(c1)nc(CCC(=O)OCc1c(C)noc1C)n2C	-6	-1	1.5	4	-5	0	-8	-1	-1

Compound activity from PubChem BioAssay.
